Gal4-VP16 FLuc: Gal4-VP16 reporter inhibition counter-screen; Potency, µM (doses to about 53.6 µM), for the others: at the top dose activity, negative = inhibition, most hits filed as inhibitors; Drosophila S2 Gal4-VP16 UAS-luciferase, luminescence, 20 h; 3.5% of 310,000 active;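 further: Gal4-VP16 expression switched on by copper sulfate through the metallothionein promoter; nearly all actives have a fitted effect of over 50% in size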
RORgamma inh: blocks mouse ROR gamma transcriptional activity; P51450; Drosophila S2 Gal4-RORgamma UAS-luciferase reporter, 20 h; Potency, µM (titrated, usually from 53.6 µM), inactives show top-dose activity change, negative = inhibition, hits mostly inhibitors; 5.4% of 310,000 active; further: nearly all actives have a fitted effect of over 60% in size
Target sequence (P51450 whole entry, looked up, the tested form may be a part): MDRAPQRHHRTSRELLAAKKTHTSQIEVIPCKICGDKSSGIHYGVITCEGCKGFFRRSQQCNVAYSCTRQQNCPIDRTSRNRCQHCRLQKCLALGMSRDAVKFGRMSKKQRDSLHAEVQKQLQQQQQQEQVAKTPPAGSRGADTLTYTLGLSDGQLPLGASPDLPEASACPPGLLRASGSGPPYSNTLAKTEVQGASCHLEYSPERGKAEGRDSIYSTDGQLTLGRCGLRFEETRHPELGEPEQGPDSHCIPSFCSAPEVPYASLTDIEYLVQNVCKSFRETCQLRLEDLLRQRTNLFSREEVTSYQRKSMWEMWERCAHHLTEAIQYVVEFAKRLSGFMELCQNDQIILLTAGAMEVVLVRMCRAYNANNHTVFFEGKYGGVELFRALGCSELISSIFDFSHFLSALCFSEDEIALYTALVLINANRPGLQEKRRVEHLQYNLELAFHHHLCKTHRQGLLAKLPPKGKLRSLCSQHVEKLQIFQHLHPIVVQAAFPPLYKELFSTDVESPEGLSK
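Schneider cells (Drosophila), stable Gal4 DBD–ROR gamma + UAS-luc; 1 hr cmpd preincubation; Cu2+ induction 700 uM final; 20 hr ambient; luminescence.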
An asterisk follows results filed as active; ? = inconclusive; [ ] = another dose, or the depositor's remark. The call rests on the fitted dose curve; in most records, active means well fitted curve in the direction sought with a large enough effect; inconclusive means small, poorly fitted or top-dose-only effect, or another doubt; inactive means no such curve, though single readings can be large; an effect the other way counts as inactive or inconclusive. On the % scale 0 is the no-effect control and ±100 the full control effect; potency means the concentration at half of the fitted maximal effect. This is a subset; count on the stated rates, not on these rows.

compound,Gal4-VP16 FLuc,RORgamma inh
COc1ccc2c3c1OC1CC(O)C=C[C@@]31CCN(C)C2 (stereo partly drawn),-16%,1%
CCCC[C@@H]1CCCO[C@@](C(=O)NCCN2CCOCC2)(C(F)(F)F)C1,-19%,17%
O=C(c1cnccn1)N1CCC2(CC1)CN(c1ccncc1)C2,-7%,-7%
C=CC[C@@](C(C)=O)(C(=O)OC)C(NC(=O)OC(C)(C)C)c1ccccc1 (stereo partly drawn),2%,2%
O=c1c(-c2ccc(F)cc2)nc2cncnc2n1C1CC1,-15%,-12%
CO[C@@H]1CC[C@@]2(C)[C@@H](CC[C@@]3(C)[C@H]2CC=C2[C@H]4CC(C)(C)[C@H](O)[C@@H](OC(C)=O)[C@]4(CO)[C@H](O)C[C@]23C)[C@@]1(C)CO (tested in a mixture with another compound),1%[17 µM],4%[16.9 µM]
N#Cc1cccc(NC(=O)N2CCCC3(CCN(C(=O)c4cc(C(F)(F)F)cc(C(F)(F)F)c4)CC3)C2)c1,1%,18%
Clc1ccccc1-c1cncnc1NCCN1CCOCC1,3%,-28%
O=c1c(-c2cc(F)cc(F)c2)nc2cnc(N3CCNCC3)nc2n1-c1ccccc1,-7%,-6%
CC1(O)C(=O)C=C2C=C3CCCN3C=C2C1=O (stereo not drawn),0%[10 µM],3%[10 µM]
CCNc1ncc2nc(-c3ccc(OC)cc3)c(=O)n(Cc3cccc(OC)c3)c2n1,0%,2%
CC(C)=CCC/C(C)=C/CO/N=C1/C[C@@H](O)[C@@H](O)[C@@H]2[C@@H]3C(=O)N(Cc4ccccc4)C(=O)[C@H]3CC[C@@H]12,-2%[10 µM],-6%[10 µM]
Cc1ccc(CNC(=O)[C@@H]2C[C@H]2[C@@H](NP(=O)(c2ccccc2)c2ccccc2)c2ccccc2)o1,-8%,22%
COc1ccc(C2/C=C\CN(CC3CCCCC3)C(Cc3ccccc3)C(=O)N2Cc2ccc(F)cc2)cc1 (stereo not drawn),4%,15%
CS(=O)(=O)Nc1cccc(-c2ccc3ncnc(N4CCOCC4)c3c2)c1,1%,?
CCNc1ncc2nc(-c3cn(C)c4ccccc34)c(=O)n(C[C@H]3CCCO3)c2n1,13%,-14%
CSc1ccc([C@H]2CN3CCC[C@H]3c3ccccc32)cc1,0%,-30%
CC(C)=NOCc1ccc(-c2cn([C@@H]3COC[C@@H]3O)nn2)cc1,5%[10 µM],3%[10 µM]
COC(=O)[C@H]1C[C@H]2CC[C@H](O)C[C@H]2N1Cc1c(F)cccc1Cl,-4%,-4%
CCN(CC)CCC(c1cc(OC)c(OC)c(OC)c1)c1c(OC)cc(OC)c2c1OC(=O)CC2c1ccc(N(C)C)cc1 (stereo not drawn),-3%,31%

Following part:
compound,Gal4-VP16 FLuc,RORgamma inh
C#CCCCO/N=C1/C[C@@H](O)[C@@H](O)[C@@H]2[C@@H]3C(=O)N(C(C)(C)C)C(=O)[C@H]3CC[C@@H]12,8%[10 µM],-23%[10 µM]
O=C(c1ccncc1)N1CCC2(CCCN(c3ccncc3)C2)CC1,-17%,0%
C=C1CCC[C@]2(C)C[C@H]3OC(=O)[C@H](CNCCc4ccccc4OC)C3CC12 (stereo partly drawn),?,?
CCOC(=O)CNC(=O)O[C@H]1C(=O)c2ccc(OC)cc2O[C@@H]1c1ccc2c(c1)OCO2,22%,17%
NC(=O)NC(N)=O,7%,-18%
COc1cccc(C2=Nn3c(nnc3-c3ccccc3OC)SC2)c1,5%,?
CSc1ccc2c(c1)N(CC[C@H]1CCCCN1C)c1ccccc1S2,-11%[17 µM],9%[16.9 µM]
COc1ccc(SCCN2CCN(CCc3ccccc3)CCC2=O)cc1,?,10µM*
CCCCCCCC(=O)OC[C@H](CO)OC(=O)CCCCCCC,-2%,5%
NCCCCCc1cnc[nH]1,-4%,4%
O=C(O)[C@H]1CCCNC1,-8%,26%
CC(=O)OCCBr,-5%,0%
CC(C)Oc1cccc(-n2c(CCc3c[nH]c4ccc(Br)cc34)nc3ccccc3c2=O)c1,-2%,5%
CCCCC/C=C\C\C=C/C=C/C=C/[C@@H](SCC(N)C(=O)O)[C@@H](O)CCCC(=O)O (stereo partly drawn),-6%,-3%
CC(C)=O,-17%,14%
COc1ccc(CNc2ncnc3ccc(-c4ccc(C(=O)N(C)C)cc4)cc23)c(OC)c1,-3%,32%
OCC1O[C@H](OC2C(CO)O[C@@](O)(CO)C2O)C(O)C(O)C1O (stereo partly drawn),7%,1%
CC(=O)c1ccc(C2C=CC(Oc3ccc(F)cc3C)C(CO)O2)cc1 (stereo not drawn),-13%[10 µM],20%[10 µM]
CC(=O)OCC(NC(=O)C1CCCN1C(=O)OC(C)(C)C)C1OC(n2cc(F)c(=O)[nH]c2=O)C(OC(C)=O)C1OC(C)=O (stereo not drawn),-3%,-7%
CN(C)Cc1ccccc1-c1cncnc1Nc1ccccc1,5%,17%

The results go on.
compound,Gal4-VP16 FLuc,RORgamma inh
c1cn(-c2ncnc3ccc(-c4ccoc4)cc23)cn1,?,4.5µM*
CC(=O)ON(C(C)=O)S(=O)(=O)c1ccc(Cl)cc1,-7%,-7%
CCCNC(=O)OC[C@@H]1O[C@H](CCO/N=C(\C)CCC(=O)OC[C@@H]2O[C@H](c3ccccc3)C=C[C@@H]2Oc2ccc(OC)cc2)C=C[C@@H]1Oc1ccc(OC)cc1,1%[10 µM],-18%[10 µM]
CCCCC=O,13%,-13%
O=C(/C=C/c1cccc([N+](=O)[O-])c1)c1ccccc1,7%,8%
CC(C)C(C)(C)C(C)(C)C(C)(C)S,-6%,2%
O=S(=O)(c1ccccc1)N1CCC2(CCCN(Cc3cc(C(F)(F)F)cc(C(F)(F)F)c3)C2)CC1,12%,-3%
C=C(C)C1CC=C(C)CC1 (stereo not drawn),-5%,17%[10 µM]
O=c1cc(-c2ccccc2O)oc2cc(O)cc(O)c12,-18%,-23%
CC(=O)O[C@]1(C(C)=O)CC[C@@H]2[C@@H]3C=C(C)C4=CC(=O)CC[C@@]4(C)[C@H]3CC[C@]21C,-11%[17 µM],-27%[2.98 µM]
COC(=O)CCCOc1ccc(Cl)cc1Cl,4%,11%
CC(C)([CH2][Sn]([CH2]C(C)(C)c1ccccc1)([CH2]C(C)(C)c1ccccc1)[O][Sn]([CH2]C(C)(C)c1ccccc1)([CH2]C(C)(C)c1ccccc1)[CH2]C(C)(C)c1ccccc1)c1ccccc1,-15%,-1%
C=CN1CCCC1=O,-3%,36%
O=C(O)c1ccccc1-c1ccc(C(F)(F)F)cc1,1%,4%
N[C@H](CCC(=O)N[C@H](CSN=O)C(=O)NCC(=O)O)C(=O)O,2%,-17%
CCNc1ncc2nc(-c3cccs3)c(=O)n(CCC#N)c2n1,-1%,-1%
CCCCC/C=C\C[C@@H](O)/C=C/C=C/C=C/[C@@H](O)CCCC(=O)O,2%,10%
COc1cc(C2c3[nH]c4ccccc4c3CC3C(=O)N4C(Cc5c([nH]c6ccccc56)C4c4cc(OC)c(OC)c(OC)c4)C(=O)N32)cc(OC)c1OC (stereo not drawn),?,-30%[10 µM]
COc1cc2c(c(OC)c1OC)-c1c(cc3c(c1OC)OCO3)CC(C)C(C)(O)C2OC(=O)c1ccccc1 (stereo not drawn),3%,35%
CC1(C)OC(=O)C=C[C@@]2(C)C1C[C@@H](O)[C@]1(C)C2CC[C@@]2(C)C(c3ccoc3)OC(=O)[C@H]3O[C@]321 (stereo partly drawn),-15%,-13%

3 successive entries from above, quoted:
compound,Gal4-VP16 FLuc,RORgamma inh
N#Cc1cccc(NC(=O)N2CCCC3(CCN(C(=O)c4cc(C(F)(F)F)cc(C(F)(F)F)c4)CC3)C2)c1,1%,18%
Clc1ccccc1-c1cncnc1NCCN1CCOCC1,3%,-28%
O=c1c(-c2cc(F)cc(F)c2)nc2cnc(N3CCNCC3)nc2n1-c1ccccc1,-7%,-6%

The listing continues.
compound,Gal4-VP16 FLuc,RORgamma inh
COC(=O)N1CCC2(CCN(C(=O)Nc3ccc(OC)cc3)CC2)CC1,-5%,15%
NC(=O)[C@@H]1CCCN1,9%,5%
CC(=O)Nc1ccc(C2NC(C(=O)O)CCC2C)cc1 (stereo not drawn),-13%[10 µM],7%[10 µM]
O=C1c2ccccc2C(=O)c2c(O)ccc(O)c21,-10%,-30%
COc1ccc2[nH]cc(CCNc3ccnc(-c4ccc(N(C)C)cc4)n3)c2c1,?,?
O=c1c(-c2ccc(F)c(F)c2)nc2cncnc2n1Cc1ccccc1Cl,2%,1%
FC(F)(F)c1ccccc1-c1nc(-n2ccnc2)c2ccccc2n1,7%,-35%
CCN1C(=O)[C@H]2[C@H]3[C@H](O)[C@H](O)C/C(=N/OCC(C)C)[C@@H]3CC[C@@H]2C1=O,-7%[10 µM],10%[10 µM]
Cc1noc(C)c1C(=O)N1CCC[C@@]2(CCN(Cc3cc(C(F)(F)F)cc(C(F)(F)F)c3)C2)C1,-5%,20%
BrC(Br)C(Br)Br,11%,1%
Cc1cc(CC(=O)O)c(C)n1-c1ccc(Cl)cc1,1%,15%
O=C(c1csnn1)N1CCC[C@@]2(CCN(C(c3ccccc3)c3ccccc3)C2)C1,29%,0%
COc1cccc(Cn2c(=O)c(-c3cccs3)nc3cnc(OCc4ccccc4)nc32)c1,-8%,-14%
C/C=C1\COC(C(=O)NCc2cccc(OC)c2OC)(C(F)(F)F)C=C1C=C(C)C (stereo not drawn),-2%,16%
COc1ccc(NC=O)c(C(=O)CCNC(C)=O)c1,-2%,0%
CC(C)(C)Nc1oc(-c2ccccc2)nc1-c1ccc(C(F)(F)F)cc1,1%,-18%
Cc1ccc(C2CC(=O)Oc3ccc(C(C)(C)C)cc32)cc1 (stereo not drawn),?,?
CCc1c2c(nc3ccc(OC)cc13)OC(CC)C2 (stereo not drawn),21%,-30%
O=C(Nc1cccc(F)c1)N1CC[C@@]2(CCCN(C(=O)c3csnn3)C2)C1,6%,-24%
OCCOCCN1CCN(Cc2cccc(Oc3ccccc3)c2)CC1,1%,2%

2 records drawn at random from those above, as already listed:
compound,Gal4-VP16 FLuc,RORgamma inh
O=C(Nc1cccc(F)c1)N1CC[C@@]2(CCCN(C(=O)c3csnn3)C2)C1,6%,-24%
CC(C)([CH2][Sn]([CH2]C(C)(C)c1ccccc1)([CH2]C(C)(C)c1ccccc1)[O][Sn]([CH2]C(C)(C)c1ccccc1)([CH2]C(C)(C)c1ccccc1)[CH2]C(C)(C)c1ccccc1)c1ccccc1,-15%,-1%

Continued.
compound,Gal4-VP16 FLuc,RORgamma inh
O=C1[C@H]2O[C@@H]2[C@@H](O)[C@H]2[C@H]1CCn1c(=O)n(Cc3cc4c(cc3Cl)OCO4)c(=O)n12,11%[10 µM],0%[10 µM]
COc1ccc(C(=O)N2CCC3(CCCN(C(=O)NC(C)C)C3)CC2)cc1,-5%,13%
Cc1nc2cnc(Oc3cccc(Cl)c3)nc2n(C[C@H]2CCCO2)c1=O,-6%,?
COCCn1c(=O)c(-c2ccccc2)nc2cnc(OCc3ccccc3)nc21,-1%,0%
COc1ccccc1CN1CC2(CCN(S(=O)(=O)c3ccccc3)CC2)C1,3%,11%
CC(=O)c1ccc(NC(=O)OCCN2CCN(Cc3ccccc3)CCC2=O)cc1,-4%,-14%
O=c1c(-c2cc(F)cc(F)c2)nc2cnc(Oc3ccccc3)nc2n1C1CC1,1%,18%
CN[C@]1(C)[C@H]2CC[C@@H](C2)C1(C)C,4%[17 µM],-7%[16.9 µM]
C/C=C/C(=O)[C@@H](C)[C@@H](/C=C/C[Si](C)(C)C)C(C)C,-2%,1%
COCC(=O)N1CCC2(CC1)CCN(c1ccccc1)CC2,15%,1%
CC(=O)NC1[C@H]([C@H](O)[C@H](O)CO)OC(C(=O)O)=C[C@H]1N=C(N)N (stereo partly drawn),-9%,-4%[10 µM]
CCCn1c(C)nc2c(NC3CCCCC3)nc(C)nc21,9%,16µM*
COc1cc(O)cc(OC)c1OC,-10%,-25%
COc1ccc(C2=Nn3c(nnc3-c3ccccc3OC)SC2)c(OC)c1,?,?
CC(C)NC(=O)N1CCC2(CC1)CCN(C(=O)c1cnccn1)CC2,4%,1%
COCC(=O)N1CCC2(CCN(Cc3ccncc3)CC2)CC1,21%,4%
COc1ccc(Cl)cc1-c1ccc(C(=O)O)s1,-15%[96.6 µM],-21%[96.6 µM]
C[C@H](CO)NC(=O)[C@H]1C[C@@H]1[C@H](NP(=O)(c1ccccc1)c1ccccc1)c1ccccc1,11%,2%
CCCCCCCN[C@H]1CCC[C@@H]1CCCCCCC(=O)O,-2%,1%
COC(=O)N[C@H](C[N+](=O)[O-])c1cccc(C)c1,5%,-12%

(further entries)
compound,Gal4-VP16 FLuc,RORgamma inh
COc1ccccc1-c1cncnc1Nc1ccccc1,5%,-22%
CCC1=C(OC(=O)N(CC)CC)N2C(=O)OC(=NCCOC)[C@]2(C)[C@H]2C1=CC[C@H]1C(=O)N(CC(=O)OC)C(=O)[C@H]12,0%,-1%
COCCn1c(=O)c(-c2ccc(OC)cc2)nc2cnc(Oc3cccc(Cl)c3)nc21,-5%,8%
CC1(OC(=O)c2cnc3ccccc3n2)C(=O)C=C2C=C(c3ccsc3)OC=C2C1=O (stereo not drawn),-9%,15%
CCN(CC)CCC(c1ccc(N(C)C)cc1)c1c(OC)cc(OC)c2c1OC(=O)CC2c1ccc(OC)cc1 (stereo not drawn),1%,12%

Source: PubChem (National Center for Advancing Translational Sciences (NCATS))
